Screening data: PubChem BioAssay, National Center for Advancing Translational Sciences (NCATS)
Luc counter – Kinase-Glo luciferase inhibition (counter-screen); Potency, µM (highest dose often 38.3 µM), for the others: at the highest dose activity change, negative = inhibition, most hits filed as inhibitors; AID 1379; 0.28% of 200,000 active; Kinase-Glo luciferase, ATP luminescence, 8 min; note: potency is the fitted concentration of half-maximal effect; % is set by controls: 0 for no effect and ±100 for the full control effect; nearly all actives have a fitted effect of over 60% in size
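Compound is pinned into ATP-containing buffer (10 uM ATP, imidazole pH 7.2, 7 mM MgCl2). Kinase-Glo luciferase reagent is then added. Light output is recorded following an 8-min room-temperature incubation.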
IMPase Li cell – cell-permeable IMPase inhibitors with lithium potentiation; 0.35% of 210,000 active; Potency, µM (highest dose often 59.4 µM), for the others: at the top dose activity, negative = IMPase inhibition, hits mostly inhibitors; AID 1457; CHO-M1 cells, IP1 TR-FRET (IP-One), carbachol + lithium;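 note: IP1 builds up when IMPase is blocked and the TR-FRET signal falls; potency is the fitted concentration of half-maximal effect; plate controls were basal vehicle for no effect and high inhibitor control for full effect; nearly all actives have a fitted effect of over 50% in size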
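Test compounds were applied to CHO-M1 cells previously cultured for 16–30 h at 2000 per well. A small lithium amount accompanied them; after 30 min at 37C, IP1 was quantified by TR-FRET.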
NPSR antag – antagonists of human neuropeptide S receptor cAMP signaling | Q6W5P4 | CHO-NPSR cells, cAMP TR-FRET, antagonist mode | Potency, µM (series often up to 38.3 µM), for inactives: at the highest dose activity change, negative = inhibition, hits mostly inhibitors | 1% of 220,000 active | AID 1461; note: potency is the fitted concentration of half-maximal effect; % is set by controls: 0 for no effect and ±100 for the full control effect; nearly all actives have a fitted effect of over 50% in size; many of its hits are not listed in these tables
Target sequence (Q6W5P4 whole entry, looked up): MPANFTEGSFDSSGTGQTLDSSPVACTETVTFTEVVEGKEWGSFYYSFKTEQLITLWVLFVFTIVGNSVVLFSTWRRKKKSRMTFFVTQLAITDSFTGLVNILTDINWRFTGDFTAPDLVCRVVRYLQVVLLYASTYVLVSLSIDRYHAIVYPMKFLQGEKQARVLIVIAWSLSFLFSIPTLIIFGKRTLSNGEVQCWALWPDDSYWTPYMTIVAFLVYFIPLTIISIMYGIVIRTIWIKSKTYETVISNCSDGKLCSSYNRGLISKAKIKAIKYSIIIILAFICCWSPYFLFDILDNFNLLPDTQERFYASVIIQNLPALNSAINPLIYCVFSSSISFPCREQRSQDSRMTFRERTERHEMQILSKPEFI
CBFb RUNX1 block – CBF-beta/RUNX1 interaction disruption; Potency, µM (doses to about 59.8 µM), inactives show at the top dose activity, negative = inhibition, hits mostly inhibitors; Q01196+Q13951; AlphaScreen CBFb-His/RUNX1-biotin binding, biochemical; 230,000 tested, under 10 active; note: % of control where 0% means no effect
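Proteins preincubated together for 20 min at RT before compound addition; 15 min later, nickel and streptavidin beads were added and left 90 min prior to AlphaScreen measurement.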
Epigenetic derep – derepresses silenced GFP reporter in murine cells; murine LDR cells, GFP reporter derepression, 30 h; Potency, µM (top dose mostly 53.9 µM), without a hit: at the top dose GFP activation, hits mostly activators; 0.2% of 280,000 active; note: potency is the fitted concentration of half-maximal effect; % of control where 0% means no effect; nearly all actives have a fitted effect of over 60% in size
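Reporter derepression read as number of fluorescent GFP-positive objects, 20-120 um in size, counted by laser-scanning cytometer. Mouse LDR line with an epigenetically silenced CMV-GFP locus; compound incubation 30 h, 37 C.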
Lamin A splicing – LMNA splicing modulation; AID 1487; Potency, µM (top dose mostly 46.1 µM), for inactives: at the top dose ratio change, negative = inhibition, hits mostly inhibitors; HeLa LMNA splicing GFP/RFP minigene ratio, 48 h; 0.01% of 200,000 active; active = well fitted inhibition curve with a large enough effect in the signal ratio, with a control signal flat, not every such curve was filed as active; inconclusive = small, poorly fitted or top-dose-only effect, or effect the other way, or a change in a side signal; the % refers to the signal ratio; note: potency is the fitted concentration of half-maximal effect; % is set by controls: 0 for no effect and ±100 for the full control effect
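Read-out is the ratio of GFP to DsRed2 object intensity, acquired by 488 nm laser-scanning cytometry on HeLa lamin A-EGFP minigene reporter cells. Compound incubation 48 hrs at 37 °C in Opti-MEM with 2% FBS; DMSO 0.5% final.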
aGal spleen mod – inhibits or activates alpha-galactosidase in human spleen homogenate | P06280 | human spleen homogenate, 4MU-alpha-Gal fluorescence, 40 min | Potency, µM (series often up to 80 µM), for the others: at the top dose activity change, negative = inhibition, hits mostly inhibitors | 0.008% of 240,000 active;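 note: potency is the fitted concentration of half-maximal effect; 0% = enzyme with vehicle and -100% = no enzyme basal signal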
Target sequence (P06280 32-429 limits assumed): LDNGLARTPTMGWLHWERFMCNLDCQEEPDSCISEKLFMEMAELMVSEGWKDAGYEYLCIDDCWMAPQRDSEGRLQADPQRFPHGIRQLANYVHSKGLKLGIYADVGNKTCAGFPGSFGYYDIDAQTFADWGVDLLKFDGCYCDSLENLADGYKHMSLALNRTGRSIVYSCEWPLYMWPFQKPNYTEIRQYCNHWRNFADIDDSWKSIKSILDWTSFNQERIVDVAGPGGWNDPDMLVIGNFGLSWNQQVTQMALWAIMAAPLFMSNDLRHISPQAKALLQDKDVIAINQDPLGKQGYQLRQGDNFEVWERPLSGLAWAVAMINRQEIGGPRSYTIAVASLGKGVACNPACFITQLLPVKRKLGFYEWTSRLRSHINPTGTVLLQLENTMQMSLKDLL
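Human spleen homogenate (1 ug) was the enzyme source, with 4-methylumbelliferyl-alpha-D-galactopyranoside (1 mM final) in pH 5.0 citrate buffer with 0.01% Tween-20. Compounds were titrated; after 40 min at 37C, NaOH/glycine stop, 4-MU fluorescence read; AC50 from Hill fits.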
Numbers without * were called inactive; ? = inconclusive; . = no result given; & = joins results of further samples; [ ] = remark or other dose. Unless noted, calls come from the whole dose curve; as a rule, active = well fitted curve in the direction sought with a large enough effect; inconclusive = small, poorly fitted or top-dose-only effect, or another doubt; inactive = no such curve, though single readings can be large; an effect the other way counts as inactive or inconclusive. An excerpt; count on the stated rates, not on these rows.

SMILES	Luc counter	IMPase Li cell	NPSR antag	CBFb RUNX1 block	Epigenetic derep	Lamin A splicing	aGal spleen mod
CC(C)(C)c1ccc(C(=O)N2CCCN(c3ccc([N+](=O)[O-])cn3)CC2)cc1	.	.	54%	-10%	3.6%	.	-7%
COC(=O)c1ccc(C2NC(=O)NC(C)=C2C(=O)N(C)C)cc1 (configuration not stated)	0%	26%[38.3 µM]	5%[46.1 µM]	3%	-1.0%	2%	-5%
CC(C)c1ccc(NC(=O)N(CCc2nc3ccccc3[nH]2)C2CCCC2)cc1	0%	4%[38.3 µM]	-24%[46.1 µM]	6%	1.4%	8%	-2%
O=C(CN1CCCC1)N1c2ccccc2Sc2ccccc21	-3%	38%[activator][38.3 µM]	0%[46.1 µM]	-12%	0.0%	-9%	-6%
Cc1ccc(CSCCNC(=O)CN(c2cccc([N+](=O)[O-])c2)S(C)(=O)=O)cc1	0%	4%	-15%	0%	0.1%	-6%[46 µM]	-6%
CCCC(=O)Nc1ccc(C(=O)Nc2nc(CC(=O)OCC)cs2)cc1	14%	-7%[38.3 µM]	-6%[46.1 µM]	-3%	-4.5%	7%	-1%
CC1CN(C(=O)C2CCCN2S(=O)(=O)c2ccc(Cl)cc2)CC(C)O1 (configuration not stated)	-3%	9%[38.3 µM]	-7%[46.1 µM]	19%	4.0%	8%	-11%
Nc1cccc(S(=O)(=O)c2cccc(N)c2)c1	-4%	-4%[38.3 µM]	-13%[7.67 µM]	-1%	-3.7%	?	4%
Cc1cc(C(F)(F)F)n2[nH]c(=O)c(N=Nc3ccccc3)c2n1	-2%	1%	-7%	-28%	-0.9%	.	-3%
CCOC(=O)N/N=C(\C)c1ccc(-n2cnnn2)cc1	2%	-5%	4%	-13%	0.8%	23%[9.22 µM]	3%
CCS(=O)(=O)NC(C)C(c1cccs1)N1CCN(C)CC1 (configuration not stated)	1%	2%	-1%[46.1 µM]	9%	-0.9%	1%	10%
OC1(Cc2ccn[nH]2)CCCCC1	-1%	5%[38.3 µM]	2%[46.1 µM]	3%	-0.7%	3%	-1%
Cc1cn(-c2cc(C(=O)Nc3ccc(C)c(NC(=O)C(=O)c4c[nH]c5ccccc45)c3)cc(C(F)(F)F)c2)cn1	.	.	-7%	-8%	-0.2%	.	-3%
COc1cccc(NC(=O)Nc2cnccn2)c1	.	.	4%	21%	1.5%	.	3%
O=C(COC(=O)c1ccncc1)Nc1ccccc1	-3%	-22%	-1%	-16%	0.2%	.	-4%
COc1ccc2cnnc(SCC(=O)Nc3ccc(C(C)=O)cc3)c2c1OC	0%	-6%	-10%	3%	-3.0%	0%	0%
CCOc1ncccc1C(=O)OCC(=O)c1ccc(OC)c(OC)c1	1%	-1%	18%	-5%	0.8%	.	3%
O=C(c1ccccc1F)N1CCN(C2CCC(c3ccccc3)CC2)CC1 (configuration not stated)	-1%	22%	-7%	2%	4.4%	?	-2%
Clc1cccc(-c2nn3c(-c4ccncc4)nnc3s2)c1	13%	-13%[38.3 µM]	-4%[46.1 µM]	-1%	-0.9%	-2%	-8%
CCn1c(SCC(=O)Nc2ccc3c(c2)OCO3)nc2c1c(=O)n(C)c(=O)n2C	-6%	30%[38.3 µM]	-13%[46.1 µM]	1%	-1.0%	6%	-1%
CCn1c(SCC(=O)NNC(=O)c2ccc(C)cc2)nnc1-c1ccco1	0%	-1%	1%	-2%	-3.1%	.	-9%
C=CCc1cccc(CNc2nc3ccccc3n2CC)c1O	-4%	1%[38.3 µM]	?	-4%	-2.3%	?	2%
CC1CCC(NC(=O)c2ccc(CNc3c(NC4CCCCC4)c(=O)c3=O)cc2)CC1 (configuration not stated)	-1%	-1%	9%	2%[2.36 µM]	0.9%	-1%	0%
CC(C)(C)C(=O)CN1CCN(S(=O)(=O)c2ccc(F)cc2)CC1	1%	-1%	-3%[46.1 µM]	11%	0.9%	-1%	-16%
CCN(CC)Cc1c(C(=O)OC(C)C)nnn1-c1nonc1N	-2%	-10%[38.3 µM]	-18%[46.1 µM]	5%	-1.8%	-4%	-2%
Nc1c(C(=O)NCc2ccccc2)nnn1Cc1cccc(Cl)c1	-1%	-2%[38.3 µM]	-21%[46.1 µM]	5%	-2.7%	-20%	-2%
O=C(N/C(=C\c1ccc(Cl)cc1)C(=O)N1CCOCC1)c1ccc([N+](=O)[O-])cc1	1%	4%	-19%	?	-0.2%	?	8%
Cc1ccc(N2C(=O)C3ON(c4ccccc4)C(c4ccncc4)C3C2=O)cc1 (configuration not stated)	0%	11%[38.3 µM]	0%[46.1 µM]	12%	-1.8%	4%	5%
CNC(=O)NC(=O)C(C)OC(=O)c1ccc(Cl)c(S(=O)(=O)Nc2ccc(F)cc2)c1 (configuration not stated)	.	.	7%[7.67 µM]	7%	-0.3%	.	-1%
CN(c1ccccc1)S(=O)(=O)c1cccc(NC(=O)CSc2ncn[nH]2)c1	3%	14%	29%	-5%	-0.1%	?	-7%
COC(=O)CCNc1n[nH]c(=O)[nH]c1=O	0%	-1%	13%	4%	-2.0%	.	1%
CN1C(=O)C2(c3ccccc31)N(C)CC(c1ccccc1)C21SC(=S)N(Cc2ccco2)C1=O (configuration not stated)	1%	-18%[38.3 µM]	?	1%	3.7%	8%	0%
C[C@H]([C@H](C)N1CC(=O)NC(=O)C1)N1CC(=O)NC(=O)C1	.	0%	.	3%&21%	1.1%	.	-3%&-12%
CCOC(=O)c1cc(CC)sc1NC(=O)c1cccc(N2C(=O)CCC2=O)c1	-2%	4%	-32%	-1%	0.2%	-5%	-10%
N#C/C(=C\Nc1ccc(Cl)cn1)S(=O)(=O)c1ccccc1	.	.	10%	3%	-1.3%	.	2%
O=C(Oc1ccc2ccc(=O)oc2c1)c1cccs1	-2%	-24%	-2%	-1%	0.9%	?	?
CCN(CC)CCCNC(=O)/C(=C\c1cccn1C)NC(=O)c1cccs1	-1%	5%	5%	11%	0.0%	-5%	-3%
CCOc1ccc(OCc2ccc(C(=O)N3CCOCC3)cc2)cc1	-2%	16%	1%[46.1 µM]	1%	4.7%	?	-4%
O=C(CSc1n[nH]c(-c2ccccc2O)n1)N1CCCc2ccccc21	-3%	-2%[38.3 µM]	-9%[46.1 µM]	2%	1.2%	?	9%
CCOc1ccc(CC(=O)C2C(=O)CCCC2=O)cc1OCC	0%	-7%[38.3 µM]	-9%[46.1 µM]	-3%	0.0%	0%	-2%
COCCCNC(=S)Nc1ccccc1C	-2%	-7%	17%	-6%	-1.9%	-2%	-5%
CC1=C(C(=O)Nc2cccnc2)C(c2cccnc2)n2nc(-c3cccs3)nc2N1 (configuration not stated)	0%	-19%[38.3 µM]	-9%[46.1 µM]	-2%	-2.2%	-6%	-6%
Cc1cccnc1Nc1nc(-c2ccc(O)cc2O)cs1	.	.	-19%[46.1 µM]	-7%	-1.9%	?	9%
COC(=O)c1cc(NCc2ccccc2F)ccc1N1CCOCC1	-2%	-8%[38.3 µM]	-24%[46.1 µM]	1%	0.0%	?	5%
CCOC(=O)Cn1nc(C)cc1NC(=O)c1cccnc1	-1%	-6%	-25%	-5%	1.1%	-4%[46 µM]	-3%
O=C(O)c1cccnc1Cl	-2%	-5%	18%	-28%	0.0%	?	10%
Cn1c(SCc2nnc3n2CCCCC3)nc2ccccc21	0%	21%[38.3 µM]	3%[46.1 µM]	-6%	-2.1%	4%	-7%
Cc1ccc(NCc2n[nH]c(=S)n2Cc2ccccc2)cc1Cl	-5%	21%	47%	5%	0.0%	-20%[46 µM]	4%
COc1ccc(N(CC(=O)NCCSc2ccccn2)S(C)(=O)=O)cc1	0%	18%[38.3 µM]	-2%[46.1 µM]	0%	-0.7%	10%	4%
CCC(=O)N=c1sc2c(C)cc(C)cc2n1CC(=O)OC	-5%	13µM*	?	0%	4.9%	-11%	2%
Cc1cc(C)c2c(=O)[nH]c(SCc3ccccc3C)nc2n1	-3%	13%	-1%	19%	-1.1%	.	-1%
Cc1noc(C(=O)NC2CCCCC2)c1Cl	.	.	13%	4%	4.2%	.	7%
COC(=O)N/N=C\c1cc(Br)ccc1OCc1ccccc1	0%	19%	-16%	0%	-0.9%	?	-2%
CC1Cc2ccccc2N1S(=O)(=O)c1ccc2c(c1)n(C)c(=O)c(=O)n2C (configuration not stated)	-1%	16%[38.3 µM]	-16%[46.1 µM]	4%	0.9%	14%	3%
Cc1ccc(C(C)C)cc1OCCOCCN1CCCC1	-2%	13%[38.3 µM]	4%[46.1 µM]	2%	0.0%	4%	8%
COc1cccc(N(C(=O)c2nc3nccc(C)n3n2)c2nc3ccccc3s2)c1	3%	0%	23%[46.1 µM]	-1%	1.3%	-6%	-8%
COc1ccc(S(=O)(=O)NCCSc2ccc(Cl)cc2)cc1OC	0%	-1%	-8%[46.1 µM]	11%	-1.2%	?	4%
COc1ccc(CC(=O)N/N=C/c2c(C)n(C)c3ccccc23)cc1OC	.	.	-6%	-5%	1.1%	.	-8%
CCCCNC(=O)Nc1nc2ccccc2s1	-2%	7%	-7%	-12%	1.1%	-7%[46 µM]	2%
CC1CCN(CCCNC(=O)C2CC(=O)N(C3CCCCCC3)C2)CC1 (configuration not stated)	6%	7%[38.3 µM]	-2%[46.1 µM]	12%	-0.9%	3%[0.0737 µM]	-3%

Brought forward from above: 4 entries, followed by the next part.
SMILES	Luc counter	IMPase Li cell	NPSR antag	CBFb RUNX1 block	Epigenetic derep	Lamin A splicing	aGal spleen mod
COc1ccc(S(=O)(=O)NCCSc2ccc(Cl)cc2)cc1OC	0%	-1%	-8%[46.1 µM]	11%	-1.2%	?	4%
COc1ccc(CC(=O)N/N=C/c2c(C)n(C)c3ccccc23)cc1OC	.	.	-6%	-5%	1.1%	.	-8%
CCCCNC(=O)Nc1nc2ccccc2s1	-2%	7%	-7%	-12%	1.1%	-7%[46 µM]	2%
CC1CCN(CCCNC(=O)C2CC(=O)N(C3CCCCCC3)C2)CC1 (configuration not stated)	6%	7%[38.3 µM]	-2%[46.1 µM]	12%	-0.9%	3%[0.0737 µM]	-3%
Cc1c(-c2nc(-c3cccnc3)no2)cccc1[N+](=O)[O-]	1%	4%	4%	-3%	-1.3%	.	2%
Cn1c(CSc2nnc(SCc3ccccc3)s2)nc2ccccc21	-5%	12%[38.3 µM]	-27%[46.1 µM]	1%	0.0%	?	4%
Cn1c(C(=O)N2CCN(c3ccc([N+](=O)[O-])cc3)CC2)cc2c(=O)[nH]c3ccccc3c21	4%	0%	8%	13%	0.0%	.	7%
N#Cc1c2n(cnc1=O)CCCCC2	9%	-7%[38.3 µM]	-8%[46.1 µM]	3%	-2.9%	-2%	-1%
